Screening results (PubChem BioAssay)
TTR transcr act = increases transthyretin transcription | SH-SY5Y TTR promoter Gaussia luciferase, luminescence; 100% = recombinant luciferase protein wells | activation, % at 16.7 µM | hit rate 1.3% among 92,000 | AID 1117267;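 active means activation above the mean of all tested compounds plus 3 SD, cut at about 9.5% in these data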;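 further: cells exposed to compounds for one day before reading; 0% = median of all test compound wells on the plate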
Active calls of the source: *. Not all compounds are listed; the hit share may differ from the screen's.

SMILES	TTR transcr act
COC(=O)c1ccc(N2CCOCC2)c(NC(=O)c2cccs2)c1	-1.0
Cn1c(SCC(=O)NC2CCCC2)nnc1-c1cccs1	-0.9
CC(=O)N(c1ccccc1C)c1ccccc1C	0.8
CCOC(=O)N1CCN(C(=O)c2cccc(F)c2)CC1	-0.6
CC1=NN(c2ccc(Br)cc2)C(=O)/C1=C/c1cccs1	-1.1
CCOC(=O)C(C)Sc1snnc1C (configuration not stated)	2.2
C=CCn1c(SCC(=O)Nc2sc3c(c2C#N)CCC3)nnc1C1COc2ccccc2O1 (configuration not stated)	-4.4
CCOc1ccccc1N(C(=O)CNC(=O)c1ccco1)C(C(=O)NC1CCCC1)c1ccncc1 (configuration not stated)	0.1
Cc1ccc(S(=O)(=O)c2cnc(-c3ccccc3)nc2N2CCCCC2)cc1	0.8
CCN(Cc1cnn(C)c1)C(=O)c1ccc2nc(Cc3ccccc3F)oc2c1	-2.3
Cc1cccc(C(=O)NCc2nnc3c4ccccc4c(-c4ccccc4)nn23)c1	-1.0
Cc1scc(C(=O)NNC(=S)NCC(C)C)c1C	0.5
Cc1ccc2nc(-c3ccncc3)cc(C(=O)Nc3ccncc3)c2c1	-0.8
O=C(COC(=O)c1ccccc1C(=O)c1ccccc1)c1ccco1	-0.5
COc1ccc(S(=O)(=O)NCCC(C)C)cc1C	1.0

SMILES	TTR transcr act
Cc1cc2oc(C(=O)N(Cc3ccc(N(C)C)cc3)CC3CCCO3)c(C)c2cc1C (configuration not stated)	50.7*
c1ccc2oc(-c3csc(N4CCOCC4)n3)cc2c1	-2.8
CCc1ccc(NC(=O)N2CCN(C(=O)C3CCCO3)CC2)cc1 (configuration not stated)	2.0
Cc1cccc(CCNC(=O)c2oc3c(C)c(C)ccc3c2C)n1	0.5
O=C(COc1ccc(Cl)cc1Cl)NN1C(=O)C2C3C=CC([C@@H]2C1=O)C31CC1 (some centres not stated)	-0.3
CCOC(=O)C1=C(C)NC(C)=C(C(=O)OCC)C1c1cccc(C)n1	-0.4
COc1c(S(=O)(=O)NCCCn2ccnc2)ccc(Cl)c1Cl	4.7
Cc1ccc(/C=N/N(Cc2ccccc2)c2ccccc2)o1	7.3
COc1ccccc1Nc1nc2ccccc2n1C	-0.5
COc1ccc(NC(=O)C2CCN(S(=O)(=O)c3cccc4nonc34)CC2)c(OC)c1	-1.4
CC(C)c1cccc(C(C)C)c1NC(=O)CN1C(=O)NC2(CCCCCCC2)C1=O	-0.3
O=C(Nc1ccc(Cl)cc1C(F)(F)F)c1ccccc1	2.0
Cc1ccc(NC(=O)C2CC(c3ccc(F)cc3)=NO2)cc1 (configuration not stated)	2.1
C[C@@H]1CN([C@H](C)CO)C(=O)c2cc(-c3ccccc3)cnc2O[C@@H]1CN(C)C(=O)C1CCOCC1	0.8
CC(C)c1nc(NCC2CCCO2)c(C#N)c2c1COC(C)(C)C2 (configuration not stated)	3.1

Four entries from above, with the structure last:
TTR transcr act | canonical_smiles
-0.4 | CCOC(=O)C1=C(C)NC(C)=C(C(=O)OCC)C1c1cccc(C)n1
4.7 | COc1c(S(=O)(=O)NCCCn2ccnc2)ccc(Cl)c1Cl
7.3 | Cc1ccc(/C=N/N(Cc2ccccc2)c2ccccc2)o1
-0.5 | COc1ccccc1Nc1nc2ccccc2n1C

In a second layout: entries from further up.
CCOC(=O)C(C)Sc1snnc1C (configuration not stated)
  TTR transcr act = 2.2

C=CCn1c(SCC(=O)Nc2sc3c(c2C#N)CCC3)nnc1C1COc2ccccc2O1 (configuration not stated)
  TTR transcr act = -4.4

CCOc1ccccc1N(C(=O)CNC(=O)c1ccco1)C(C(=O)NC1CCCC1)c1ccncc1 (configuration not stated)
  TTR transcr act = 0.1

Cc1ccc(S(=O)(=O)c2cnc(-c3ccccc3)nc2N2CCCCC2)cc1
  TTR transcr act = 0.8

(list continues)
SMILES	TTR transcr act
Cc1ccc(Nc2c(F)c(F)c(F)c(F)c2C(=O)O)c(C)c1	-0.1
Cc1ccccc1OCCNC(=O)/C=C/c1ccccc1	3.5
Fc1cnc(Cl)nc1N1CCN(c2ccccc2)CC1	-4.4
Cc1ccc(Oc2ccc(NC(=O)Cn3ccsc3=N)cc2)cc1	-1.5
Cc1ccc(C(=O)OCC(=O)NCc2ccc(Cl)cc2Cl)o1	0.0
CC(=O)C1=CCC(c2ccccc2)N(S(=O)(=O)c2ccc(Cl)cc2)C1 (configuration not stated)	-1.1
COc1cc2c(cc1NC(=S)Nc1cccc(C)c1)oc1ccccc12	1.0
Cc1cc(C)nc(N/N=C/c2ccccc2OCc2ccc([N+](=O)[O-])cc2)n1	1.4
Cn1cccc1C(=O)C(=O)Nc1ccccc1C(F)(F)F	-0.6
O=C(NC(=S)Nc1ccc(CN2CCOCC2)cc1)c1ccc(-c2ccc(Cl)cc2)o1	-2.6
Cc1ccc(OCCn2nnc3ccccc32)cc1C	4.0
CN(C)S(=O)(=O)c1ccc(Cl)c(C(=O)OCC(=O)NC(=O)c2cccn2C)c1	-0.8
COc1cccc(NC(=O)CSc2nccn(-c3ccc4c(c3)OCCO4)c2=O)c1	-0.4
CCOC(=O)c1[nH]c2ccccc2c1NC(=O)CC(C)(C)C	0.1
Cc1ccccc1Nc1cccc2nonc12	18.2*

SMILES	TTR transcr act
O=C(Nc1ccc(Cl)c(Cl)c1)N(CCCN1CCOCC1)Cc1cccs1	0.1
CN(C)S(=O)(=O)n1cnc(-c2ccccc2)c1-c1ccccc1	-1.5
N#CC1(NC(=O)CN2C(=O)NC3(CCCCCC3)C2=O)CCCCC1	-0.6
O=C(O)c1ccc(-n2nnnc2SCc2ccccc2F)cc1	0.5
COc1ccc(C2CC(c3ccccc3OC(=O)/C=C/c3ccccc3)=NN2C(C)=O)cc1 (configuration not stated)	-1.6
O=C(COc1ccccc1)N(Cc1ccco1)C1CCS(=O)(=O)C1 (configuration not stated)	0.3
COC(=O)c1cc(NC(=O)c2cc(-c3ccccc3Cl)oc2C(F)(F)F)ccc1N1CCOCC1	-2.5
CCCSc1cc(N2CCCC2)nc(-c2ccccc2)n1	-0.6
COc1ccc(/C=C/c2nc3ccccc3n2Cc2ccccc2OC)cc1	1.4
O=C(NCCc1ccccc1)c1cccs1	-2.1
COc1ccc(/C=C2\SC(=S)N(CCC(=O)N3CCCCC3CCO)C2=O)cc1 (configuration not stated)	-0.6
COc1ccc(NC(=O)CSc2nccn2Cc2ccccc2)c(OC)c1	-1.8
COC(=O)c1ccc(/C=N/NC(=O)C(=O)NCC2CCCO2)cc1 (configuration not stated)	5.5
CCCOc1nc(C)cc(COC)c1C(N)=O	-0.7
O=c1[nH]c(CN2CCc3ccccc32)nc2scc(-c3cccs3)c12	0.3

SMILES	TTR transcr act
O=C(c1ccccc1)N(Cc1nc2ccccc2c(=O)[nH]1)C1CCCCC1	-1.2
CC(C)(C)c1ccc(S(=O)(=O)NCc2ccc(C(=O)N3CCOCC3)cc2)cc1	-1.7
NS(=O)(=O)c1ccc(N=Nc2c(-c3ccccc3)[nH]n(-c3nc(-c4ccccc4)cs3)c2=O)cc1	3.1
Cc1c(C(=O)N2CCN(Cc3ccccc3)CC2)oc2c1C(=O)CCC2	-2.4
COc1cc(OC)cc(C(=O)NC(=S)NNC(=O)[C@H]2C[C@@H]2c2ccccc2)c1	2.0
CCOc1ccc(N(CC(=O)NC2CCCC2)S(=O)(=O)c2c(C)[nH]c(=O)[nH]c2=O)cc1	2.7
O=C1C=C(c2ccc(CO)cc2)C[C@@H](c2ccc3c(c2)OCO3)C1	-2.7
CCN1C(=O)CCN(C2CCCC2)c2nc(Nc3ccc(C(=O)NC4CCN(C)CC4)cc3OC)ncc21	-3.1
O=C(Nc1ccc2c(c1)OCCO2)C1c2ccccc2OCC(=O)N1CCc1ccccc1 (configuration not stated)	-0.6
CCc1ccccc1NC(=O)CSc1nnc(-c2ccncc2)o1	-0.8
Cc1ccc(C(=O)OCC(=O)Nc2nc(-c3ccccc3)cs2)cc1NC(=O)c1ccco1	-0.8
O=C(NC(=S)NNC(=O)c1ccccc1O)c1ccco1	-0.6
COc1ccc(N(CC(=O)Nc2cccc(C(F)(F)F)c2)S(C)(=O)=O)cc1	-0.7
Nc1nc2ccccc2n1S(=O)(=O)c1ccc(Cl)cc1	-0.3
CCOC(=O)C1CCCNC1=O (configuration not stated)	0.3

SMILES	TTR transcr act
O=C(COc1ccc(S(=O)(=O)N2CCCCC2)cc1)NC1CCCCC1	-3.1
O=C(Nc1ccc([N+](=O)[O-])cc1)c1ccc(Cn2cc([N+](=O)[O-])cn2)cc1	-2.5
CCN1C(=O)N(CN2CCOCC2)C2C1N(CN1CCOCC1)C(=O)N2CC (configuration not stated)	6.9
O=[N+]([O-])c1ccc(-c2cn3c(n2)CCC3)cc1	4.8
Cc1ccccc1CN1CCN(CC(=O)NCc2ccccn2)C1=O	-1.2
COc1cccc(CNCc2ccc3c(c2)OCO3)c1	-1.0
C=CCN1C(=O)C(CC(=O)NCC)SC1=Nc1cc(Cl)ccc1Cl (configuration not stated)	0.7
COCCNC(=O)C(c1cccs1)N(C(=O)Cn1nnc2ccccc21)c1ccc2c(c1)OCO2 (configuration not stated)	2.6
Clc1cc2c(c(CSc3nc4ccccc4n4cccc34)c1)OCOC2	0.8
O=C(NC(=S)Nc1ccccc1N1CCCC1)c1ccco1	3.7
Cc1cccc(C)c1NC(=O)COC(=O)c1ccc2c(c1)OCO2	3.6
Cc1ccc(C)c(-n2nnnc2SCC(=O)NCC2CCCO2)c1 (configuration not stated)	-1.2
O=C(NC(=S)NCC1CCCO1)c1ccc(Cl)cc1 (configuration not stated)	1.0
CC1CCCCN1CCCn1c(=S)[nH]c2ccccc2c1=O (configuration not stated)	3.4
COc1ccc(-n2c(=O)c3c4c(sc3n3c(=S)[nH]nc23)COC(C(C)C)C4)cc1 (configuration not stated)	5.5

SMILES	TTR transcr act
Cc1noc(NS(=O)(=O)c2ccc(NC(=O)c3ccc(OC(C)C)cc3)cc2)c1C	3.3
O=C(c1cccs1)N1CCN(CCc2ccccc2)CC1	-2.4
C[C@@H]1Cn2cnc(C(=O)Nc3ccccc3)c2C(=O)N1	-0.4
CCOc1ccc(C(=O)Nc2nc3ccccc3[nH]2)cc1OCC	-5.2
COc1ccc([C@H]2CC(=O)C[C@@H](CCn3cc(-c4ccccn4)nn3)O2)cc1	0.7
COc1ccc(N2CCCn3c2nc2c3c(=O)n(Cc3ccc(F)cc3)c(=O)n2C)c(OC)c1	-1.1
Cc1cc(=O)n2c(n1)NC(Nc1cccc(C)c1C)=NC2c1ccccc1 (configuration not stated)	-1.8
Cn1c(=O)c(C(=O)NCC2CCCO2)c(O)c2ccccc21 (configuration not stated)	-0.9
COC(=O)Nc1ccc(=O)n(Cc2c(Cl)cccc2Cl)c1	-1.1
COc1ccc(/C=C2\C(=O)N(Cc3ccc(F)cc3)CC(=O)N2Cc2ccccc2)cc1	-5.6
CCC(c1nnnn1-c1ccc2c(c1)OCCO2)N1CCN(c2ccc(C(F)(F)F)cn2)CC1 (configuration not stated)	-1.5
N#Cc1cccc(NC(=O)c2ccccc2C(=O)O)c1	-0.1
NCC(c1ccccc1Cl)c1c[nH]c2ccccc12 (configuration not stated)	3.4
Fc1ccc(-c2nc3ccccc3[nH]2)cc1	-1.5
O=c1cc(CN2CCCCCCC2)c2c(ccc3ccccc32)o1	0.4

SMILES	TTR transcr act
COc1ccccc1NC(=O)CN1CCN(c2ccccc2OC)CC1	-2.2
CC1(C)NC(=O)N(CC(=O)OCC(=O)c2ccc(Br)s2)C1=O	2.3
CN1C(=O)/C(=C/c2ccccc2F)Sc2ccc(C(=O)N3CCCC3)cc21	-0.3
O=C(NC1=NCCS1)C1COc2ccccc2O1 (configuration not stated)	1.7
CC1CC(C)CN(C(=O)c2ccc(CSc3nc4ccncc4[nH]3)cc2)C1 (configuration not stated)	6.0
O=C(NCC(=O)N1CCN(Cc2ccc3c(c2)OCO3)CC1)c1ccccc1F	-0.1
NC(=O)c1ccc(-n2nnnc2Oc2ccccc2C(=O)N2CCOCC2)cc1	1.1
CCNC(=O)CN(Cc1ccccc1)S(=O)(=O)c1ccccc1	0.0
CN(CC(=O)Nc1ccc(Cl)c(C(F)(F)F)c1)C(=O)c1cc(=O)c2ccccc2o1	0.1
COc1ccc(CCNC(=O)COC(=O)Cc2cc(OC)c(OC)c(OC)c2)cc1	0.2
CCN(CC)CCCNC(=O)c1nn2c(C(F)(F)F)cc(-c3ccccc3)nc2c1Cl	-0.3
CCC(=O)/C=C1/Sc2ccc(OC)cc2N1CC	-1.5
NC(N)=NC1=NC(=O)C(Cc2ccccc2Cl)S1 (configuration not stated)	-0.6
COc1cccc(C2C(C(=O)c3sc(C)nc3C)=C(O)C(=O)N2CCN2CCOCC2)c1OC (configuration not stated)	-3.8
COc1ccc(C(=O)OCc2cc(=O)n3c(C)csc3n2)cc1F	0.0

SMILES	TTR transcr act
COc1ccc(C2=NO[C@@H]3[C@@H]4C[C@@H]([C@H]5C(=O)N(C)C(=O)[C@@H]45)[C@H]23)cc1	-2.1
Cc1ccc(S(=O)(=O)N2CCCCC2)cc1NS(=O)(=O)c1cccc(C(=O)O)c1	0.4
CCN(CC)c1ccc(/C=N/N=C(c2ccccc2)c2ccccc2)c(O)c1	2.9
Cc1nn(-c2ccccc2)cc1C(c1c(N)[nH]c(=S)[nH]c1=O)c1c(N)[nH]c(=S)[nH]c1=O	2.6
CCC(C(=O)NCCc1ccccc1OC)n1nc(C)c2c(C)n(-c3ccccc3)nc2c1=O (configuration not stated)	0.6
CCOc1ccc(NC2=NCC(=O)N2CCc2ccccc2)cc1	2.0
CN(C(=O)COC(=O)c1cnc(Cl)c(Cl)c1)C1CCCCC1	-0.7
